DAGLB inhibitor: DAGLB lipase inhibitors, primary screen, biochemical, fluorescence, HTS | HEK293T DAGLB membrane lysate, EnzChek fluorogenic substrate | inhibition, % at 5.17 µM | hit rate 0.059% among 340,000 | AID 504411, 2011; in the data active means inhibition above about 34%;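 further: 0% = enzyme with vehicle and 100% = wells lacking enzyme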
V-ATPase pHluor: regulators of yeast V-ATPase proton pumping, primary screen, pHLuorin cytosolic pH fluorescence. S. cerevisiae. response, % at 10 µM. hit rate 0.37% among 350,000; in the data active means response mostly above about 7.3%, no sharp cut-off; inactive means mostly below about 5.4%; further: actives read high; inactives centre near 0; some compounds called inactive have numbers as strong as hits; reference of the scale not given here
CAL PDZ FP-1: untagged CAL PDZ binding inhibitors, primary screen, biochemical, fluorescence polarization, HTS; purified CAL PDZ, TMR-peptide fluorescence polarization, 1 h; inhibition, % at 24.9 µM; hit rate 0.92% among 300,000; AID 602252, 2012;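 active means mean inhibition of at least 30% with at least half of replicates also reaching 30%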;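 further: 0% = DMSO neutral control and 100% = excess unlabeled competitor peptide PRC23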
LANA DNA inh: inhibitors of KSHV C-LANA binding to DNA, primary screen, biochemical, fluorescence polarization, FAM-LBS DNA, MBP-C-LANA, single point. Kaposi's sarcoma herpesvirus LANA C-terminal domain (residues 932-1162) DNA binding. inhibition, % at 9 µM. hit rate 0.078% among 340,000;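 active means highest replicate inhibition at or above 60% at 9 µM, even if other replicates fall short; inactive means all replicates below 60% inhibition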;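 further: 0% = neutral control wells and 100% = 4 µM acridine orange control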
DSG3 Ab inh: inhibitors of pemphigus antibody binding to DSG3, primary screen, biochemical, bead-based, flow cytometry, scFv-GFP | binding (percent of control), % at 10 µM | DSG3-coupled beads, scFv-anti-DSG3-GFP binding; active compounds read low | hit rate 0.48% among 310,000 | Desmoglein-3 (Homo sapiens), P32926;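 active means binding more than 3 SD below its plate's average and above zero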;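 further: hits lower antibody fragment binding to DSG3; some compounds called inactive have numbers as strong as hits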
NSD2 HMT inh: NSD2 histone methyltransferase inhibitors, primary screen, biochemical, AlphaScreen, single concentration, set 2; hit rate 0.54% among 310,000; Histone-lysine N-methyltransferase NSD2 (Homo sapiens), O96028; inhibition, % at 12.5 µM; NSD2 peptide methylation, 120 min; in the data active means inhibition above about 50%
CAL PDZ FP-2: CAL PDZ peptide-binding inhibitors, primary screen, biochemical, fluorescence polarization, Cer-tagged CAL PDZ, HTS | Golgi-associated PDZ and coiled-coil motif-containing protein (Homo sapiens), Q9HD26 | purified CAL PDZ, TMR-peptide fluorescence polarization, 1 h | inhibition, % at 20 µM | hit rate 0.02% among 330,000 | AID 504414, 2011;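 active means highest replicate inhibition of at least 40%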;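 further: plate controls were DMSO neutral control wells for no effect and unlabeled competitor peptide control wells for full effect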
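Assay system – tagged CAL PDZ protein CerCALP, purified · Timing – 1 h at RT · Compound – single point, 20 µM · Measured by – fluorescence polarization from S- and P-plane intensities, G-factor corrected · Evaluation – inhibition from polarization loss · Probe or stimulus – TMR reporter peptide T*-PRC34 · Buffer or medium – pH 7.4 phosphate-saline buffer, reducing agent, detergent, IgG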
Cardiac RTF inh: cardiac RTF calcium sensitivity inhibitors, primary screen, biochemical, IANBD-TnC fluorescence, EC70 calcium. Troponin I, cardiac muscle (Homo sapiens) + Troponin T, cardiac muscle (Homo sapiens) + …. inhibition, % at 7.15 µM. hit rate 0.12% among 340,000. IANBD-labeled cardiac RTF, Ca2+ fluorescence;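 active means inhibition above the mean inhibition of all tested compounds plus 3 SD, cut at about 17% in these data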;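 further: assay run at fixed EC70 calcium of 1.6 mM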
Keap1-Nrf2 PPI: Keap1-Nrf2 protein-protein interaction inhibitors, primary screen, biochemical, fluorescence polarization, single point | hit rate 0.15% among 340,000 | AID 504523, 2011 | Kelch-like ECH-associated protein 1 (Homo sapiens), Q14145 | inhibition, % at 9.4 µM | Keap1 Kelch-Nrf2 peptide fluorescence polarization, 1536-well; in the data active means inhibition above about 12%;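 further: human Keap1 Kelch domain with fluorescein labeled Nrf2 9mer peptide probe; 0% = neutral control wells and 100% = peptide positive control; higher means more block of Keap1 binding to Nrf2 peptide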
Target sequence (Q14145 whole entry, looked up, the tested form may be a part): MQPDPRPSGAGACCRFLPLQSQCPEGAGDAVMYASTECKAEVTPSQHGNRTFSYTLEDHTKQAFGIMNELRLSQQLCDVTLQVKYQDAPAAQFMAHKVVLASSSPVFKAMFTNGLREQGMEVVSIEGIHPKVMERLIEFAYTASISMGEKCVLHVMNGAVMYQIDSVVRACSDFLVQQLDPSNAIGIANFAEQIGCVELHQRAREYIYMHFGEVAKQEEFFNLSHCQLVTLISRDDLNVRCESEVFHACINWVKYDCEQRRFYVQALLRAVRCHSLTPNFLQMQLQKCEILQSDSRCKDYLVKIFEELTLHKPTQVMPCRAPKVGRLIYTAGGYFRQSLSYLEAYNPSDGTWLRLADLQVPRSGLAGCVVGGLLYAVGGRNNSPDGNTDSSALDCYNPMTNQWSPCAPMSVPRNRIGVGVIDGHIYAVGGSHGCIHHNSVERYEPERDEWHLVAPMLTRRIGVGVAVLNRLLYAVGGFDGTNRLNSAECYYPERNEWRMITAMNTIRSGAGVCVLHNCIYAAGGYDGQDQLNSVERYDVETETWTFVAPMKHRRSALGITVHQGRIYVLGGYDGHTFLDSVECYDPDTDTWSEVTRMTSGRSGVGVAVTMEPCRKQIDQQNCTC
Arrestin-AP2 inh: inhibitors of beta-arrestin/AP2 binding, primary screen, biochemical, GPCR trafficking, flow cytometry | hit rate 0.31% among 340,000 | beta-arrestin 1 C-terminal peptide binding to AP2 beta2-adaptin appendage (human) | AID 504490, 2011 | inhibition, % at 10 µM | FITC-arrestin peptide / GST-AP2 beads; AP2 beta2 appendage carries R879A mutation;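 active means inhibition above a set limit, near 3 SD of compounds lacking own fluorescence, cut at about 54% in these data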;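 further: plate controls were DMSO wells for no effect and 5 µM unlabelled arrestin peptide for full effect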
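system = GST-tagged AP2 beta2-adaptin appendage (R879A) on 4 µm glutathione beads | reagent = FITC-labelled arrestin peptide probe, 50 nM final | schedule = compound with beads 12 min RT, then probe 1 h RT | signal = HyperCyt-sampled flow cytometry, FL1 channel, ex 488/em 535 nm | read-out = percent response from loss of bead-bound FITC fluorescence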
Starred values were filed as active, the others as inactive; · = not tested or not shown. Not all compounds are listed, so the mix of outcomes need not match the whole.

SMILES	DAGLB inhibitor	V-ATPase pHluor	CAL PDZ FP-1	LANA DNA inh	DSG3 Ab inh	NSD2 HMT inh	CAL PDZ FP-2	Cardiac RTF inh	Keap1-Nrf2 PPI	Arrestin-AP2 inh
COCCCn1c(=O)c2ccccc2n(Cc2ccccc2)c1=O	2	-3	-3	0.7	100*	-3	0.2	-2	-3	-5
CC(=O)OCC(=O)[C@@]1(O)CCC2C3CCC4=CC(=O)CCC4(C)C3C(=O)CC21C (some centres not stated)	-2	3	-1	·	95	-1	-1.7	3	-1	6
O=C(CCS(=O)(=O)c1ccc(Br)s1)Nc1ccccc1Br	-2	1	-6	0.2	84	-4	-1.8	-9	0	14
CC(C)NC(=O)NC(=O)COc1cccc2c1OC(C)(C)C2	3	2	-3	-0.2	116	-3	-1.2	-1	-2	-4
C=CCOc1ccc(/C=C/C(=O)OCc2csc(CC(=O)Nc3ccccc3C)n2)cc1	-5	1	0	-1.4	103	0	-0.2	-4	-1	-3
COc1ccccc1CNC(=O)CN(c1ccc(C)cc1)S(=O)(=O)c1c(C)n[nH]c1C	1	-2	0	-0.3	63	6	-1.4	-10	3	-3
N#Cc1c2n(c3c(=O)n(Cc4ccccc4Cl)cnc13)CCCC2	0	7	-4	-1.1	100	2	·	3	-1	-4
Cc1nn(Cc2ccccc2)c(C)c1NC(=O)Cn1nc([N+](=O)[O-])c(Cl)c1C	2	3	-4	2.3	96	-2	-0.9	-25	1	0
O=C(CCS(=O)(=O)c1ccc(F)cc1)N1CCOCC1	-2	-2	-4	-0.3	·	0	-1.6	-1	0	-7
COc1ccc(C2(C(=O)N3CCOCC3)CCOCC2)cc1OC	0	-1	-1	-0.2	99	0	0.5	0	-1	17
COc1ccc(CC(=O)Nc2nc(-c3ccncc3)cs2)cc1	1	1	-1	0.9	109	3	-1.8	9	-2	17
Cc1ccc(-c2csc(N(CC3CCCO3)C(=O)c3ccco3)n2)cc1 (configuration not stated)	-13	0	4	-0.2	106	0	-1.3	-4	4	7
CC1Cc2ccccc2N1C(=O)CN1C(=O)COc2ccccc21 (configuration not stated)	-1	-3	-2	-0.1	97	1	-3.3	6	4	4
Cc1ccc(CSc2nnc(SCC(=O)N/N=C/C=C/c3ccco3)s2)cc1	6	-2	-3	1.9	79	1	-1.8	3	-2	5
Cc1ccc(S(=O)(=O)N2CCN(CC(=O)Nc3ccc([N+](=O)[O-])cc3)CC2)cc1C	-1	2	0	-0.9	87	-1	-0.2	-1	1	35
CC(C)(C)C1CCC2(CC1)C(C#N)=C(SCC(=O)NC1CCCCC1)NC(=O)C2C#N (configuration not stated)	3	-1	-1	2.8	120	-1	-1.9	-5	-3	21
O=C(NCc1ccc(F)cc1)c1cccnc1	-2	5	-7	2.8	95	-3	-0.6	-5	-1	0
COc1ccc(CNC(=O)COC(=O)c2ccc(C)c(S(=O)(=O)N3CCOCC3)c2)cc1	-1	6	3	-0.8	109	1	-0.1	1	-4	-5
CCCc1c(C(=O)NNc2ccc(C)cc2)cnn1-c1ccccc1	-4	-2	-5	1.2	·	3	-0.2	5	-2	37
COc1ccc(NC(=O)CN2c3cccc4cccc(c34)S2(=O)=O)cc1	1	0	-3	1.2	108	-12	-1.3	2	0	4
COC(=O)C1=C(N)Oc2cc(C)n(Cc3ccccc3)c(=O)c2C1c1ccccc1 (configuration not stated)	-4	-3	-3	0.4	·	1	-1.5	2	-4	23
CCOc1ccc(S(=O)(=O)N2CCN(C(=O)c3ccc(-n4cncn4)c([N+](=O)[O-])c3)CC2)cc1	2	-2	-3	-0.7	103	-3	0.2	-18	-2	-4
O=S(=O)(c1cccs1)N1CCN(CC(O)COC2CCCc3ccccc32)CC1 (configuration not stated)	0	1	2	-2.2	100	-2	-1.9	-9	-1	7
Cc1cnc(NC(=O)c2sc(Nc3ccccc3)nc2N)o1	·	2	·	-0.9	95	0	-0.8	·	4	49
O=C(N/N=C/c1ccco1)c1cc(Br)ccc1OCc1ccccc1	2	3	-1	0.8	103	5	0.4	-4	-2	-12
COc1cccc(-c2cccc(NC(=O)C3CCN(Cc4ccon4)CC3)c2)c1	-1	0	12	-0.3	99	-3	-0.9	-7	-2	-4
CCCC1CC(C)(C(=O)Cn2[nH]c(=O)ccc2=O)OC1=O (configuration not stated)	0	-2	9	0.1	90	-4	-2.6	-2	0	1
Cc1ccc(C(=O)CSc2nnc(-c3ccc4[nH]c(C)c(C)c4c3)o2)cc1C	-4	-1	0	-1.1	85	·	-1.7	0	0	-15
O=C(Nc1nnc(COc2ccccc2)s1)C1CCN(S(=O)(=O)c2ccc(Cl)cc2)CC1	1	0	-3	-0.7	99	-2	-1.0	5	1	4
CC1CC(C)CN(C(=O)CN(C)S(=O)(=O)c2ccc3c(c2)c(=O)n(C)c(=O)n3C)C1 (configuration not stated)	2	-3	-2	0.5	107	-7	-2.3	0	-1	-18

2 entries from above, with two lines to a compound:
Results follow in this order: DAGLB inhibitor | V-ATPase pHluor | CAL PDZ FP-1 | LANA DNA inh | DSG3 Ab inh | NSD2 HMT inh | CAL PDZ FP-2 | Cardiac RTF inh | Keap1-Nrf2 PPI | Arrestin-AP2 inh
> O=C(N/N=C/c1ccco1)c1cc(Br)ccc1OCc1ccccc1
→ 2 | 3 | -1 | 0.8 | 103 | 5 | 0.4 | -4 | -2 | -12
> Cc1ccc(-c2csc(N(CC3CCCO3)C(=O)c3ccco3)n2)cc1 (configuration not stated)
→ -13 | 0 | 4 | -0.2 | 106 | 0 | -1.3 | -4 | 4 | 7

Other entries follow:
SMILES	DAGLB inhibitor	V-ATPase pHluor	CAL PDZ FP-1	LANA DNA inh	DSG3 Ab inh	NSD2 HMT inh	CAL PDZ FP-2	Cardiac RTF inh	Keap1-Nrf2 PPI	Arrestin-AP2 inh
N#CC(C(=O)NC1CCCCC1)c1nc2ccccc2nc1N1CCN(c2ccccc2F)CC1 (configuration not stated)	0	-2	-5	1.1	97	·	-1.8	-12	0	9
CCCCOc1ccccc1C1NC(=O)NC(C)=C1C(=O)OCc1ccco1 (configuration not stated)	-1	1	·	-1.0	103	1	-2.7	-5	1	-3
O=C(CSc1nc2ccccc2s1)Nc1ccc2c(c1)oc1ccccc12	-7	5	-8	-1.3	·	-3	-2.2	-6	-4	1
COCc1nc2ccccc2n1Cc1ccccc1C	-2	2	7	-1.3	97	-3	0.2	-22	2	27
CCN(CC)S(=O)(=O)c1ccc(Cl)c(NC(=O)COC(=O)/C=C/c2ccc(O)c(OC)c2)c1	-2	3	-1	1.8	111	-2	-0.7	-6	3	-4
O=C(CSc1nc2ccccc2c(=O)n1CCCN1CCOCC1)Nc1ccccc1OC(F)F	-1	2	0	12	108	·	-1.5	-3	19*	4
COc1ccccc1CN1CCN(C(=O)c2ccco2)CC1	-6	4	9	-1.1	113	1	0.1	-9	-8	0
C=CCN(CC=C)c1cnn(-c2nc3ccccc3[nH]2)c(=O)c1Cl	-1	1	-4	5.6	124	0	-2.6	-4	2	-7
COc1cc(SC)ccc1C(=O)Nc1ccncc1	-1	-2	31*	-0.9	110	0	-1.6	-7	-2	-1
CCOc1ccccc1N(CC(=O)NC(C)(C)C)C(=O)CCC(=O)Nc1nccs1	-5	7	-1	-0.7	92	-3	-2.3	-10	-9	7
O=C(NCC(=O)N1CCN(c2ccccc2O)CC1)c1ccccc1	-2	1	-4	0.0	115	1	-0.8	7	-2	-6
Cc1ccc(S(=O)(=O)N2[C@@H](c3ccc(F)cc3)C(C(=O)O)=CC[C@H]2c2ccc(Cl)cc2)cc1	1	-1	-4	-0.8	112	·	-0.3	-3	3	3
O=C(Nc1ccc(Cl)c(Cl)c1)c1ccccc1	-4	6	-2	0.9	108	·	-2.1	-6	-4	1
O=C(NNc1nc(=O)c2cccnc2s1)c1ccccc1O	3	-5	-4	-0.9	97	-11	·	-6	-5	-3
CCc1nnc(NC(=O)COC(=O)c2cc(OC)cc(OC)c2)s1	0	-3	0	2.5	·	0	0.5	-1	5	17
COc1ccccc1Cn1c(=S)[nH]c2ccc(F)cc2c1=O	-4	0	·	-1.3	93	-1	-0.6	-10	-1	-11
COc1cccc(CNC(=O)CCNC(=O)c2ccco2)c1	-2	2	0	-1.0	99	0	-2.6	3	-1	24
COC(=O)Cc1c(C)nc2nc(-c3ccco3)[nH]n2c1=O	0	2	·	-0.4	101	4	-0.2	-4	-3	2
CC1CCCCN1C(=O)CSCC(=O)Nc1nc(-c2cccs2)cs1 (configuration not stated)	-3	2	-2	-5.1	108	·	-0.9	-3	0	6
CCCCn1c(CN2CCN(C(=O)OCC)CC2)nc2c1c(=O)n(C)c(=O)n2C	-1	-2	·	-0.3	105	12	-1.2	-6	-5	3
CC(NC(=O)CCCn1cc([N+](=O)[O-])cn1)c1ccccc1 (configuration not stated)	1	-1	-2	-0.1	·	-4	0.3	2	-3	-4
CCCc1cc(C(=O)NNC(=S)NCC)c2ccccc2n1	2	-2	6	3.3	101	2	0.1	6	-4	6
Cc1cc(=O)oc(C)c1C(=O)NCCCN1CCN(c2ccc(F)cc2)CC1	1	0	·	-1.4	106	1	0.0	-15	1	-2
Cc1cnc(C(=O)Nc2nc(-c3ccccc3)cs2)cn1	-14	-3	-7	0.4	·	-2	-0.8	-3	0	22
O=C1NN=COc2ccccc21	-4	-3	2	-0.9	113	·	-0.3	1	-4	4
Cc1cc(C)nc(N2CCCC(C(=O)Nc3ccc4nc(C)c(C)nc4c3)C2)n1 (configuration not stated)	-4	1	-3	1.3	98	-1	-0.8	3	1	27
CCN(CC)CCC(=O)Nc1ccc2c(c1)N(C(=O)CN(CC)CC)c1ccccc1CC2	3	-2	-2	-0.8	111	28	-1.0	-4	0	0
O=C1NC(c2ccc(Cl)c([N+](=O)[O-])c2)Nc2ccccc21 (configuration not stated)	3	5	-4	0.4	103	3	-2.0	-5	-7	-7
Cc1cc(/C=N/NC(=O)c2cccc([N+](=O)[O-])c2)c(C)n1-c1ccccc1	-2	-1	1	0.7	162	0	-2.5	-3	-4	-3
